# Screens from PubChem BioAssay.
# Wnt act: activates Wnt/beta-catenin signaling in a reporter cell assay; activator, plate reader; activation, % at 9.35 µM; hit rate 1.2% among 300,000; in the data active = activation above about 30%, passing the limit was not always enough; inconclusive = no clear call, values can overlap the other calls;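 also: 0% = neutral control wells and 100% = positive control wells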
# phage Ecoli inh: E. coli growth loss with phage present; growth absorbance; inhibition, % at 11.9 µM; hit rate 0.26% among 360,000; AID 651602; in the data active = inhibition above about 11%
# Tat export inh: blocks Tat-dependent protein export in E. coli | E. coli MC4100 TorA-mCherry Tat export, fluorescence | inhibition, % at 10 µM | hit rate 0.036% among 340,000 | AID 488895;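 active = mean replicate inhibition at least 50% and at least half of replicates individually reaching 50%; inconclusive = only one of the two criteria met; inactive = neither criterion met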;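 also: exported cargo escapes ClpAP degradation while cytoplasmic cargo is degraded and loses fluorescence; 0% = median of neutral control wells and 100% = median of NaSCN control wells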
# DAGLB inh: blocks human DAGLB lipase activity | hit rate 0.059% among 340,000 | inhibition, % at 5.17 µM | AID 504411 | HEK293T DAGLB membrane lysate, EnzChek fluorogenic substrate; in the data active = inhibition above about 34%;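 also: 0% = enzyme with vehicle and 100% = wells lacking enzyme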
# Target sequence (Q8NCG7 whole entry, looked up): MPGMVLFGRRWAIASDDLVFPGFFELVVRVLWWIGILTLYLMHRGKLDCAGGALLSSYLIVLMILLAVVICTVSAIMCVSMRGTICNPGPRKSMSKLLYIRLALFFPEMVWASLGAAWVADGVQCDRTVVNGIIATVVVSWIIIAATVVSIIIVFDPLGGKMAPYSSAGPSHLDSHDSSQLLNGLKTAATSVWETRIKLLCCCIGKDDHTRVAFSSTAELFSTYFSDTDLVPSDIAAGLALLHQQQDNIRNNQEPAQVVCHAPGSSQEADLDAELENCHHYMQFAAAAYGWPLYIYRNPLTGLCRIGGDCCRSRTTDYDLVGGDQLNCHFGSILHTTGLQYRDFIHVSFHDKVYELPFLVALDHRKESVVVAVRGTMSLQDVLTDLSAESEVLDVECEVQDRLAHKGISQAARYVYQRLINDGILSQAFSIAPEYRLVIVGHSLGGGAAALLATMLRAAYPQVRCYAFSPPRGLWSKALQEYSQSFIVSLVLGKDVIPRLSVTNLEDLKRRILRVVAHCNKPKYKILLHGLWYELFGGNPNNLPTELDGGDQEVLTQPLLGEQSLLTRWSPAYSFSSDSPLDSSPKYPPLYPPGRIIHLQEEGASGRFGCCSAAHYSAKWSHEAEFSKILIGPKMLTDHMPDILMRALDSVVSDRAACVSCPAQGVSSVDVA
# PvdQ acylase: blocks Pseudomonas aeruginosa PvdQ acylase activity | purified PvdQ acylase, fluorescence plate reader | inhibition, % at 10 µM | hit rate 0.063% among 340,000 | AID 488965; in the data active = inhibition above about 30%, passing the limit was not always enough; inconclusive = no clear call, values can overlap the other calls;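 also: 0% = vehicle neutral wells and 100% = reference inhibitor wells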
# E coli growth: reduces bacterial viability in AddAB counter-screen | E. coli V3065 growth, OD600 absorbance, 18 h | inhibition, % at 11.9 µM | hit rate 0.27% among 330,000;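 active = inhibition above the campaign's mean inhibition across all tested compounds plus 3 SD, cut at about 9.9% in these data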;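 also: uninfected addAB+ strain grown without phage in ampicillin broth; 0% = DMSO wells and 100% = ciprofloxacin 0.95 µg/ml wells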
# Rtt109 Vps75: blocks Candida albicans Rtt109/Vps75 acetyltransferase activity. hit rate 0.16% among 330,000. Q5AAJ8. purified Rtt109/Vps75, ThioGlo CoA-SH fluorescence, 4 h. inhibition, % at 34.9 µM. AID 540336;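 active = inhibition of at least 50% in every replicate; inconclusive = best replicate reaches 50% inhibition but some replicates fall short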
# Target sequence (Q5AAJ8 whole entry, looked up): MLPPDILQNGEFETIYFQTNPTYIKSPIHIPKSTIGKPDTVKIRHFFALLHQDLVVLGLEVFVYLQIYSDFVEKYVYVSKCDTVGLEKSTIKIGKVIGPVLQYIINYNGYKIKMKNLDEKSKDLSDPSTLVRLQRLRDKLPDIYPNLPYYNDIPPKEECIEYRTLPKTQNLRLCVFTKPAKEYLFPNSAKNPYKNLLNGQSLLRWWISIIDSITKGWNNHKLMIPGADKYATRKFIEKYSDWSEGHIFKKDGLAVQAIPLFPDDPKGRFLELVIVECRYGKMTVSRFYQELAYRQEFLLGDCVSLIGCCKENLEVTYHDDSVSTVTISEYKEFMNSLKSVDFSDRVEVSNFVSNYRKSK
# PfHsp90 yeast 2: inhibits growth of yeast expressing Plasmodium falciparum Hsp90; hit rate 0.32% among 310,000; S. cerevisiae expressing PfHsp90, BacTiter-Glo ATP, 48 h; yeast lacking PDR1 and PDR3 efflux regulators; inhibition, % at 9.4 µM;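 active = every replicate shows inhibition above about 80%, whatever the replicate mean, limit read from the data; inconclusive = mean inhibition reaches the set limit but some replicate falls short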;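 also: 0% = DMSO neutral controls and 100% = 20 µM radicicol positive controls; yeast relying on Plasmodium falciparum Hsp90 in place of its own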
# AddAB inh: less growth of phage-infected E. coli with AddAB; E. coli expressing H. pylori AddAB, absorbance growth; hit rate 0.29% among 330,000; inhibition, % at 11.9 µM; in the data active = inhibition above about 12%;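 also: 0% = vehicle wells of infected cells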
# CAL PDZ FP: blocks peptide binding to human CAL PDZ domain | purified CAL PDZ, TMR-peptide fluorescence polarization, 1 h | inhibition, % at 20 µM | hit rate 0.02% among 330,000 | AID 504414;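 active = highest replicate inhibition of at least 40%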;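 also: plate controls were DMSO neutral control wells for no effect and unlabeled competitor peptide control wells for full effect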
#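 Material: tagged CAL PDZ protein CerCALP, purified; buffer or medium: sodium phosphate/NaCl buffer pH 7.4 with TCEP, IgG, Thesit; also added: fluorescent TMR peptide probe; schedule: 1 h incubation at room temperature before polarization reading; technique: fluorescence polarization from S- and P-plane intensities, G-factor corrected; control set: unlabelled peptide and DMSO controls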
# * marks the source's active call; other numbers are inactive results; ? = inconclusive; . = no result given.
SMILES,Wnt act,phage Ecoli inh,Tat export inh,DAGLB inh,PvdQ acylase,E coli growth,Rtt109 Vps75,PfHsp90 yeast 2,AddAB inh,CAL PDZ FP
COc1ccc(-c2nnn(Cc3ccccc3)n2)cc1,14.6,1.4,12.8,-9.8,-11.8,2.3,4.5,-1.5,1.2,-16.4
N/C(=N\OC(=O)CCCc1ccccc1)c1ccccc1Cl,20.7,2.4,-2.9,-24.4,-16.3,0.7,-4.4,0.2,-1.2,-1.8
CC(C)=CC(=O)OCC(=O)Nc1ncc(Cl)c(C)c1Cl,.,0.7,-8.0,-5.1,-10.4,-0.4,-12.0,.,0.8,0.0
COc1ccc(OC)c(-c2csc(NC(=O)c3ccccc3F)n2)c1,-1.3,0.1,-2.5,-14.5,-1.4,-1.1,-1.5,-0.7,0.2,-0.8
Cc1ccc(C)c(NC(=O)C(Sc2ncnc3ccccc23)c2ccccc2)c1 (stereo not drawn),.,.,0.2,0.0,-4.1,0.9,-4.3,0.8,-2.0,-2.6
O=C(NCCc1ccccn1)c1ccc(OC2CCN(CCc3ccccc3)CC2)cc1,?,3.2,1.5,0.5,-3.1,.,5.1,1.1,.,-1.4
COc1ccc(NC(=S)NCc2ccc(S(N)(=O)=O)cc2)c(OC)c1,-1.0,3.5,0.3,-4.8,9.6,-2.3,4.6,8.2,0.3,-1.2
O=C(CCCCCNC(=O)N1CCn2c1nc1ccccc12)N[C@H](Cc1ccccc1)C(=O)O,-1.8,1.7,1.0,-1.2,1.9,-3.0,2.1,-5.5,0.3,0.5
CCC(C)N1CC(=O)N2C(c3ccc(OC)cc3OC)c3[nH]c4ccccc4c3C[C@H]2C1=O (stereo partly drawn),-0.3,3.9,-7.0,-2.1,-15.3,1.0,-3.2,3.7,0.2,.
O=C(O)c1cc(-c2ccccc2)n[nH]1,1.0,3.1,-0.3,0.8,-9.3,1.2,-8.6,6.6,-0.5,-1.7
C=C(C)Cn1c(SCC)nc2ccccc2c1=O,.,1.7,-3.0,-0.8,-6.9,1.1,5.4,9.7,1.1,-2.3
O=[N+]([O-])c1ccc(/C=N/n2cn[nH]c2=S)cc1,-1.4,0.0,0.0,0.9,-6.2,-1.1,20.8,3.8,0.1,-0.3
C=C(C)CSc1nc2nc(C)c(Br)cc2[nH]1,13.6,3.6,2.3,0.8,-15.1,2.4,-13.7,-7.8,2.1,-2.0
O=C1CCN(Cc2ccc(O)cc2)CCN1[C@H](CO)Cc1ccccc1,-1.0,2.9,-2.2,-2.6,-1.9,1.9,-2.5,21.2,2.6,0.4
O=C(Cc1ccccc1)NC(=S)Nc1cccc(C(F)(F)F)c1,.,3.5,-0.4,-11.7,-10.8,0.2,19.1,41.0,0.3,0.2
CCOC(=O)c1c(CN2CCCCC2)n(C)c2ccc(OC)c(S(=O)(=O)c3ccccc3)c12,.,1.4,-8.2,-0.6,-12.6,2.1,-5.9,-1.6,5.2,-0.5
O=C(Nc1ccc(N2CCN(C(=O)c3ccccc3)CC2)cc1)c1cccs1,-0.2,0.6,-2.9,3.2,-6.7,0.9,7.4,0.6,3.6,0.9
O=C(CSc1ncccn1)NCC1CCCO1 (stereo not drawn),-1.6,1.3,0.4,-0.1,-4.6,-1.8,-0.5,7.7,1.0,0.4
O=S(=O)(c1ccc2c(c1)OCCO2)N1CCNCC1,-1.2,1.9,-6.2,-2.4,-4.7,1.8,-5.1,-14.9,-0.7,1.5
Cc1ccccc1NC(=O)Cc1nc(COC(=O)CC(C)c2ccccc2)cs1 (stereo not drawn),-3.6,0.0,8.9,-6.6,0.3,.,7.7,1.6,.,1.9
Nc1c(C(=O)NCc2cccs2)nnn1CC(=O)Nc1cccc(Cl)c1,-3.1,3.0,4.3,0.3,-16.5,-2.2,-14.9,-21.3,-1.1,-2.7
COc1ccccc1C(=O)NC(CCSC)C(=O)NCc1ccncc1 (stereo not drawn),2.5,-0.5,-1.6,0.7,-1.7,-0.5,-0.8,26.7,3.4,-0.9
CC(C)(C)C(=O)NC1(C(F)(F)F)NC(=O)N(CCc2ccccc2)C1=O (stereo not drawn),-1.0,0.5,-3.7,-4.2,-11.9,0.0,.,-37.4,-1.4,-0.9
CCCOc1ccc(-c2c(C(=O)N/N=C/c3ccncc3)nnn2-c2nonc2N)cc1,-2.4,2.0,0.8,2.9,-15.8,1.2,5.5,-1.7,4.0,-2.6
COc1ccc2ncc(S(=O)(=O)c3ccccc3)c(N3CCN(c4ccccc4)CC3)c2c1,-0.8,1.3,4.6,-3.0,-15.6,0.2,7.1,-10.4,0.0,-0.7
CCCCCN(C(=O)NC(=O)Nn1cnnc1)S(C)(=O)=O,.,0.3,-1.7,-2.0,11.7,0.1,10.1,-4.0,-1.5,-1.6
N#Cc1ccc(OCC(=O)OCC(=O)Nc2ccc(N3CCOCC3)cc2)cc1,0.1,0.8,-0.5,0.7,0.2,-1.5,5.9,-10.8,-1.7,-1.7
CCOC(=O)C(C)Sc1nc2c(c(=O)[nH]c(=O)n2C)n1C/C=C(/C)Cl (stereo not drawn),.,2.0,2.4,3.3,-15.0,0.5,-12.7,71.3,2.6,-1.3
COC(=O)c1ccc(NC(=O)Cc2ccc(F)cc2)cc1,1.1,1.0,-3.7,-0.8,1.8,2.9,22.5,.,3.8,-0.8
Cc1ccc(S(=O)(=O)NCC(=O)N(CC(=O)NC2CCCCC2)CC2CCCO2)cc1 (stereo not drawn),.,2.7,-2.3,1.1,5.5,-2.6,-1.4,-2.5,0.8,-2.5
CC(=O)C(=Nc1cccc(Cl)c1)NNc1ccccc1C,3.7,1.9,2.4,-1.4,-5.7,-0.5,13.4,-21.4,1.4,0.4
O=C(O)CC/C(=N\Nc1ccc(Cl)cc1)c1cccs1,1.7,0.7,3.7,-2.5,-1.9,-1.7,17.7,18.7,-1.5,-0.1
Cn1cccc1C(=O)NNC(=O)COc1ccc(C#N)cc1,-1.9,6.9,-4.5,0.4,-13.0,-1.6,-8.0,-4.1,-0.6,-0.1
Nn1cnc2cc3ccccc3cc2c1=O,0.3,3.2,-1.4,0.3,-4.7,0.2,-0.7,9.2,1.0,-0.3
CC(O)c1nc2ccccc2n1CC(=O)N1CCN(c2ccccc2)CC1 (stereo not drawn),0.8,-0.3,-10.6,-1.1,6.4,-1.1,19.3,.,-0.2,-1.3
CCOc1ccc(C(CC(=O)O)NC(=O)COc2ccccc2OC)cc1OC (stereo not drawn),-0.1,2.6,7.0,0.3,-18.4,-0.6,-6.4,-8.5,0.7,-1.2
CC(=O)c1cccc(NC(=O)NNC(=O)c2ccc(-c3ccccc3)cc2)c1,-0.6,2.2,-5.7,5.3,-1.5,-1.8,2.4,-32.2,1.1,0.1
O=C1Nc2ccc(Br)cc2C12NNc1ccccc1O2 (stereo not drawn),2.5,6.1,-3.5,23.4,1.8,6.2,-1.4,105.9*,9.9,1.6
COC(=O)C(Cc1ccc(O)cc1)NC(=O)c1ccccc1 (stereo not drawn),.,3.1,8.8,-1.6,-9.7,-1.2,3.3,.,0.3,0.4
Cc1ccc(N(C)C(=O)N2CCN(S(=O)(=O)c3ccc(C)c(C)c3)CC2)cc1,.,-0.6,3.4,-0.7,-17.7,0.3,1.6,-17.8,-0.5,-0.8
O=C(COc1ccccc1F)Nc1cc(S(=O)(=O)N2CCOCC2)ccc1N1CCOCC1,-3.0,0.5,6.3,-2.1,-5.9,2.2,11.5,-17.0,0.4,-0.4
Cc1nn(C(C)c2nc(-c3ccccc3)no2)c(C)c1[N+](=O)[O-] (stereo not drawn),.,-0.2,5.2,-2.3,0.7,0.8,8.7,-1.7,1.0,-0.5
COc1ccc(N2CC(C(=O)Nc3cccnc3)CC2=O)cc1 (stereo not drawn),4.3,0.3,-4.8,0.2,-8.9,-0.8,-5.4,0.6,3.6,-0.5
Cn1c(=O)n(C/C=C/c2ccccc2)c(=O)c2c1nc1n2CCCN1Cc1ccccc1,.,-0.6,-1.7,1.5,-0.3,2.4,4.8,-7.9,2.1,-0.1
CCCCN(C)C(=O)C1CCN(Cc2ccc(OCc3ccccc3)cc2)CC1,.,1.0,8.0,-1.1,-9.1,0.3,9.7,3.3,2.8,-0.2

# Compounds listed so far containing a CF3 group (2):
SMILES,Wnt act,phage Ecoli inh,Tat export inh,DAGLB inh,PvdQ acylase,E coli growth,Rtt109 Vps75,PfHsp90 yeast 2,AddAB inh,CAL PDZ FP
O=C(Cc1ccccc1)NC(=S)Nc1cccc(C(F)(F)F)c1,.,3.5,-0.4,-11.7,-10.8,0.2,19.1,41.0,0.3,0.2
CC(C)(C)C(=O)NC1(C(F)(F)F)NC(=O)N(CCc2ccccc2)C1=O (stereo not drawn),-1.0,0.5,-3.7,-4.2,-11.9,0.0,.,-37.4,-1.4,-0.9

# Later entries.
SMILES,Wnt act,phage Ecoli inh,Tat export inh,DAGLB inh,PvdQ acylase,E coli growth,Rtt109 Vps75,PfHsp90 yeast 2,AddAB inh,CAL PDZ FP
C=CCOc1ccc(Br)cc1CNCC,-1.0,3.6,0.1,0.1,-3.8,0.3,-3.8,12.9,3.1,-1.3
Cn1c(SCC(=O)NC2CCCCC2)nnc1-c1ccccn1,-2.0,1.2,2.5,0.3,1.2,-1.2,-3.7,-6.7,2.3,-1.5
Cc1[nH]c2ccccc2c1C(=O)C(=O)Nc1ccc2c(c1)OCCO2,-0.2,2.3,7.7,1.6,-3.5,-0.5,-2.4,10.1,-0.2,-3.2
Cc1ccc(NC(=O)c2cc(-c3cc(Cl)ccc3O)n[nH]2)cc1C,3.6,0.5,1.6,5.0,-18.6,.,-1.2,5.6,.,0.9
O=C(CSc1n[nH]c(=O)n1-c1ccccc1)N1CCOCC1,3.5,2.1,2.4,-1.9,8.6,3.1,-4.4,5.8,-0.7,0.5
COc1ccccc1-c1nnc(NC(=O)C(C)C)s1,.,-0.1,6.7,-0.1,-13.5,1.0,-3.9,7.2,1.1,-1.2
Nc1cc(N)nc(CS)n1,1.5,-0.8,5.1,1.9,-0.2,1.8,-3.1,-3.1,1.4,-0.7
Cc1ccc(S(=O)(=O)NCC(c2cccnc2)N(C)C)cc1 (stereo not drawn),3.9,3.4,4.4,-0.4,-0.5,-2.0,9.8,.,0.7,-2.7
COc1ccc(N2CCN(C(=O)CN(Cc3ccc(Cl)cc3)S(C)(=O)=O)CC2)cc1,.,3.4,-7.4,-0.3,-7.6,-0.6,-2.2,.,-1.3,1.0
COc1cc(OC)cc(N2CC(C)(C)C2=O)c1,-2.3,3.4,-2.2,.,9.1,1.0,16.2,21.2,-1.3,0.4
CC(C)c1nc(SCC(=O)Nc2cccc(C(=O)O)c2)c2c3c(sc2n1)CCCC3,8.5,0.8,6.3,1.9,-2.6,1.8,14.1,24.1,3.7,-3.6
CSc1ccccc1NC(=O)NCCCl,-0.7,4.0,34.1,2.9,-9.7,0.5,-2.9,39.2,1.7,-0.4
O=C1CCC(c2ccccc2)N1c1ccccc1 (stereo not drawn),-1.8,-1.6,1.8,-0.8,-12.7,.,-0.4,-7.2,.,0.5
C=CCNc1nc(-c2ccc(O)c(C(N)=O)c2)cs1,-2.8,-0.2,4.0,0.2,5.9,-3.0,7.9,-21.7,0.7,0.2
